JMJD2A Tudor inh: blocks the human JMJD2A Tudor domain; O75164; 390,000 tested, 4.4% active; AlphaScreen JMJD2A-Tudor / H3K4me3 peptide binding; Potency, µM (top dose mostly 114 µM), without a hit: at the highest dose activity change, negative = inhibition, hits mostly inhibitors; note: % is set by controls: 0 for no effect and ±100 for the full control effect; nearly all actives have a fitted effect of over 50% in size
BLM inh: inhibitors of human Bloom syndrome helicase BLM; P54132; recombinant BLM DNA unwinding, fluorescence dequenching; Potency, µM (titrated, usually from 56.1 µM), for the others: at the top dose activity change, negative = inhibition, actives largely listed as inhibitors; 350,000 tested, 0.2% active; AID 2528;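 note: plate controls were vehicle for no effect and no enzyme for full effect; nearly all actives have a fitted effect of over 35% in size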
G9a block: G9a (human) methyltransferase inhibition; Q96KQ7; G9a H3K9 monomethylation, AlphaScreen, 2 h; Potency, µM (series often up to 102 µM), for inactives: at the highest dose activity, negative = inhibition, most hits filed as inhibitors; 350,000 tested, 8.8% active; AID 504332; note: % is set by controls: 0 for no effect and ±100 for the full control effect; nearly all actives have a fitted effect of over 75% in size
Target sequence (Q96KQ7 913-1193 limits assumed): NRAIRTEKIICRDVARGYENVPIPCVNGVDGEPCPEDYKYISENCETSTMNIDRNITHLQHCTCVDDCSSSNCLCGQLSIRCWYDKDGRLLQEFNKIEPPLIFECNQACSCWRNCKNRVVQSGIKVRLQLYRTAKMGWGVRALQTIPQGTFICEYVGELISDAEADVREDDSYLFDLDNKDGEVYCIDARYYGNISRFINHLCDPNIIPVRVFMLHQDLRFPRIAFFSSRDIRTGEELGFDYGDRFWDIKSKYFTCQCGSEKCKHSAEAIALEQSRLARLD
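Enzyme 20 nM + cpd, 15 min RT; add b-H3K9 pep 500 nM / SAM 20 uM; 2 h RT; anti-H3K9me1 Ab 0.5 ug/mL + SA donor / anti-rabbit acceptor beads 20 ug/mL each, 10 min; AlphaScreen read.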
BAZ2B inh: blocks human BAZ2B | AlphaScreen BAZ2B-H3K14Ac peptide displacement | AID 504333 | Q9UIF8 | 360,000 tested, 4.4% active | Potency, µM (doses to about 114 µM), inactives show top-dose activity change, negative = inhibition, hits mostly inhibitors; note: % is set by controls: 0 for no effect and ±100 for the full control effect; nearly all actives have a fitted effect of over 60% in size
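Compounds, titrated to a top concentration of 110 uM, were incubated 30 min at room temperature with preformed BAZ2B/acetyl-K14 H3 peptide complex (50 nM each). Proximity signal was measured by AlphaScreen after 20 min with beads.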
Pol kappa inh: DNA polymerase kappa (human) inhibition | Q9UBT6 | purified Pol kappa, fluorescent DNA synthesis assay, 10 min | Potency, µM (doses to about 107 µM), for the others: top-dose activity, negative = inhibition, hits mostly inhibitors | 400,000 tested, 0.53% active; note: % is set by controls: 0 for no effect and ±100 for the full control effect
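Enzyme at 10 nM met test compounds for 15 min at room temperature. Substrate addition (50 nM final) began the reaction, which was monitored by fluorescence at 0 and 10 min.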
Pol beta inh: DNA polymerase beta (human) inhibition; Pol beta primer extension/strand displacement, fluorescence kinetic; P06746; 340,000 tested, 1.3% active; Potency, µM (highest dose often 114 µM), for the others: at the top dose activity change, negative = inhibition, most hits filed as inhibitors; note: % is set by controls: 0 for no effect and ±100 for the full control effect
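10 nM enzyme + cpd, 15 min RT; start with substrate 50 nM final; read 0 min and after 10 min RT. Corrected, normalized data; 4-parameter Hill curve fit.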
APEX1 inh: APE1 (human) endonuclease inhibition; P27695; recombinant APE1, TAMRA/BHQ-2 abasic DNA cleavage fluorescence; Potency, µM (titrated, usually from 65.8 µM), for the others: top-dose activity change, negative = inhibition, most hits filed as inhibitors; 350,000 tested, 0.35% active; AID 2517;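 note: plate controls were vehicle for no effect and reference inhibitor for full effect; nearly all actives have a fitted effect of over 55% in size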
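Kinetic fluorescence read (525 ex/598 em nm, three reads 60 s apart) of AP-site incision; signal = third minus first read. Enzyme 0.75 nM, dual-labelled THF duplex 50 nM, compound preincubation 15 min RT.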
POLH inh: inhibitors of human DNA polymerase eta. Q9Y253. recombinant Pol eta, fluorescent DNA replication assay. Potency, µM (doses to about 114 µM), for the others: top-dose activity change, negative = inhibition, most hits filed as inhibitors. 390,000 tested, 1.2% active; note: % is set by controls: 0 for no effect and ±100 for the full control effect
Target sequence (Q9Y253 whole entry, looked up): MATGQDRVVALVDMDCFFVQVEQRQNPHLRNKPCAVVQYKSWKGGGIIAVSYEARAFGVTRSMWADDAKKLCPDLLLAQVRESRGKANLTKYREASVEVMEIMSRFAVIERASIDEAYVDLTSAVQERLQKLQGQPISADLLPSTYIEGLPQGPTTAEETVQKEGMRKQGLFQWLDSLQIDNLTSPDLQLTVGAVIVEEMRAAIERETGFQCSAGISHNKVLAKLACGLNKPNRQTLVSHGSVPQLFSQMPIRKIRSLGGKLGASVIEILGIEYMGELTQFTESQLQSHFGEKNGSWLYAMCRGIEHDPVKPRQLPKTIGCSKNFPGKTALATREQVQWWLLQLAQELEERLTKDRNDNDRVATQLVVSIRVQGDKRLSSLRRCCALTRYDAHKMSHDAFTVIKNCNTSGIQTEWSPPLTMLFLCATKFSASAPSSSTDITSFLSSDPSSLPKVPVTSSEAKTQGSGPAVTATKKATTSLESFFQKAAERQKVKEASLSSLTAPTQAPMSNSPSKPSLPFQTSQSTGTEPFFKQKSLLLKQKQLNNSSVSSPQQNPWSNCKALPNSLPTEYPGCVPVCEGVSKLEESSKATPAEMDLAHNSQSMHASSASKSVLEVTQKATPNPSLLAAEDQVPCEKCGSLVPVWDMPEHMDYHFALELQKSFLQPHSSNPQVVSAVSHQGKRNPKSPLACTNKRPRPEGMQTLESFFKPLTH
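Fluorescent replication assay: 50 nM final substrate added after a 15 min room-temperature compound preincubation with 10 nM enzyme. Signal taken at 0 min and again at 10 min.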
Pol iota inh: inhibitors of human DNA polymerase iota; Q9UNA4; Pol iota fluorescent replication assay, 10 min; Potency, µM (top dose mostly 115 µM), for inactives: top-dose activity, negative = inhibition, actives largely listed as inhibitors; 390,000 tested, 1% active; AID 588590
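Pol iota at 10 nM preincubated 15 min with compounds at room temperature; reaction started with fluorescent substrate, 50 nM final. Fluorescence read kinetically at 0 and 10 min; buffer-only wells as negative control.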
* = called active by the depositor; u = inconclusive; x = not tested or not shown; & = joins results of further samples; [ ] = remark or other dose. Calls come from the whole dose curve; as a rule, active = well fitted curve in the direction sought with a large enough effect; inconclusive = small, poorly fitted or top-dose-only effect, or another doubt; inactive = no such curve, though single readings can be large; an effect the other way counts as inactive or inconclusive. Potency is the fitted concentration of half-maximal effect. An excerpt; the hit share may differ from the screen's.

entry	mol	Pol kappa inh	Pol beta inh	JMJD2A Tudor inh	APEX1 inh	G9a block
1	CC(=O)/C(N=Nc1ccc(-n2ccc(C(F)(F)F)n2)cc1)=C(\C)O	-2%	-11%	-14%	-3%	u
2	CCc1nnc(NC(=O)CSc2nc3ccc(OC)cc3[nH]2)s1	-9%	2%	-6%	2%	2%
3	COc1ccc(-c2nnc(SC)nc2-c2ccc(OC)c([N+](=O)[O-])c2)cc1[N+](=O)[O-]	0%	x	2.5µM*	x	x
4	CCCCn1c(N)c(NCC(C)C)c(=O)[nH]c1=O	-9%	27%	0%	14%	20%[59 µM]
5	O=C(O)CSc1c(-c2ccccc2)c2cc(Cl)ccc2[nH]c1=O	-9%	8%	-7%	6%	-3%[59 µM]
6	Nc1cccc2c1C(=O)N(CC(=O)NC13CC4CC(CC(C4)C1)C3)C2=O	-2%	1%	-3%	0%	10%
7	O=[N+]([O-])c1c(NCCO)cc(N2CCN(Cc3ccc4c(c3)OCO4)CC2)c2nonc12	4%	4%	-22%	1%	u
8	Cc1cc(C)nc(SCc2nc(N)nc(-c3ccccc3O)n2)n1	-28%	0%	2%[57.1 µM]	-1%	-30%[12.7 µM]
9	C=CCn1cnc2scc(-c3ccc(C)c(C)c3)c2c1=O	5%	1%	-2%	6%	50%
10	CCOC(=O)C1CCN(C(c2ccc(F)cc2)c2sc3nc(-c4ccco4)nn3c2O)CC1 (stereo not given)	-2%[60.1 µM]	2%	0%	x	u

entry	Pol iota inh	BLM inh	BAZ2B inh	POLH inh
1	14%	-2%	-23%	-11%
2	23%	1%	-23%	10%
3	u	x	x	-12%
4	150%[activator]	-11%	-3%	-3%
5	-11%	3%	-7%	-17%
6	-12%	-4%	-3%	-4%
7	-2%	0%	-14%	-10%
8	5%	-4%	-18%	-6%
9	29%	-3%	-1%	-10%
10	19%	0%	-19%	-3%

(continued)
entry	mol	Pol kappa inh	Pol beta inh	JMJD2A Tudor inh	APEX1 inh	G9a block
11	c1ccc(-c2cn(-c3ccccc3)c3ncnc(N4CCCCC4)c23)cc1	-3%	27%	-26%	-4%	u
12	Cc1ccc(-n2ncc3c2CCCC3NC(=O)CSc2ccccn2)cc1C (stereo not given)	-10%	13%	-20%	7%	u
13	COC(=O)c1ccc2c(=O)n(NC(C)=O)c(=S)[nH]c2c1	-11%	u	3.5µM*	3%	u
14	CCn1c(-c2ccccc2)csc1=Nc1ccc(O)cc1	-11%	17%	32µM*	13%	3.5µM*
15	Cn1cccc1/C=N/NC(=O)c1cccnc1	-6%[60.1 µM]	2%	-27%	-2%	0%[59 µM]
16	O=C1C2CCc3ccccc3C2N1c1ccccc1 (stereo not given)	-7%	x	-11%	-6%	8%[0.501 µM]
17	CCN(CC)CCNc1nc(-n2nc(C)cc2C)nc2sc3c(c12)CC(C)(C)OC3	-1%	-16%	-27%	0%	0%
18	Cc1cc(S(=O)(=O)NCc2ccc(S(N)(=O)=O)cc2)c(C)s1	-4%	-1%	16%	-3%	10%
19	O=C(NCC1CCCO1)c1cc2c(s1)CCC2 (stereo not given)	-13%	-27%	-10%	1%	2%
20	O=S(=O)(Nc1nc2ccccc2nc1N1CCN(c2ccccn2)CC1)c1ccc(Cl)cc1	6%	u	u	-2%	u

entry	Pol iota inh	BLM inh	BAZ2B inh	POLH inh
11	64%[activator]	-8%	-13%	-26%
12	20%	-3%	-14%	-5%
13	-17%[58.9 µM]	-4%	50µM*	-8%
14	2%	-22%	20µM*	-22%
15	29%	-5%	-3%	-11%
16	20%	x	-1%	-18%
17	50%[activator]	4%	-4%	-9%
18	31%[activator]	-1%	1%	-8%
19	10%	0%	0%	-18%
20	10%	-3%	-36%	-11%

Further structures follow.
entry	mol	Pol kappa inh	Pol beta inh	JMJD2A Tudor inh	APEX1 inh	G9a block
21	CC(=O)N1CCN(CC(=O)Nc2ccccc2C(=O)NCc2ccc(C)cc2)CC1	-6%	-10%	-13%	28%	u
22	COc1ccc(NC(=O)CSc2nnc(C(C)C)n2N)cc1	-3%	12%	-9%	-8%	-43%
23	Cc1c(C(=O)c2ccccc2)c(=O)n(C)c(=O)n1C	-4%	10%	-8%	4%	-4%
24	COc1cccc(OC)c1OCCN1CCCC1	-9%	u	-22%	-3%	x
25	COc1ccc2c(C#N)c3ccccn3c2c1	2%	21%	36%[activator]	-5%	x
26	Cc1ccc(NC(=O)c2cc(NC(=O)c3ccccc3C(=O)O)ccc2N2CCCCC2)cc1	-1%	-19%	-22%	-4%	14µM*
27	COc1ccc(OC)c(-c2nn(-c3ccccc3)cc2C(=O)N2CCc3ccccc3C2)c1	-3%	x	u	0%	20%[2.33 µM]
28	O=C(CN1C(=O)c2cccc3cccc(c23)C1=O)N1CCCCC1	-10%	-19%	-7%	1%	17%[59 µM]
29	CCOC(=O)c1c(NC(=O)CN2CCOCC2)sc(C(=O)NC)c1C	1%	-13%	3%	-1%	-27%
30	C=C(C)Cn1c(CN(C)Cc2ccccc2)nc2c1c(=O)n(C)c(=O)n2C	-5%	-19%	-11%	31%	11%

entry	Pol iota inh	BLM inh	BAZ2B inh	POLH inh
21	90%[activator]	-7%	-10%	-4%
22	-2%	0%	9%	-17%
23	105%[activator]	0%	10%	-19%
24	-8%	2%	-5%	1%
25	7%	-3%	27%	-2%
26	13%	-7%	u	-19%
27	19%	x	-38%	u
28	27%	4%	1%	-2%
29	18%	3%	-15%	-13%
30	13%	-7%	-22%	-2%

The listing continues.
entry	mol	Pol kappa inh	Pol beta inh	JMJD2A Tudor inh	APEX1 inh	G9a block
31	COC(=O)CN1C(C(=O)c2ccccc2)=C(OC(=O)c2ccc(F)cc2)c2ccccc2S1(=O)=O	-8%	-1%	-29%	x	-32%[59 µM]
32	O=C(NCc1ccccc1)c1cccnc1Sc1ccccc1	2%	27%	10%	-14%	69%[activator]
33	COc1ccc(S(=O)(=O)Nc2ccc3c(c2)N(C(C)=O)CCC3)cc1OC	4%	x	-1%	-2%	u
34	O=C(CSc1ncc(-c2ccccc2)[nH]1)Nc1ccccc1	-19%&-1%	-15%&-19%	-16%&-28%	-1%	u
35	CC(C)(C)OC(=O)NC(Cc1ccccc1)C(=O)NC1COC2CC(n3cc(F)c(=O)[nH]c3=O)OC12 (stereo not given)	-10%	x	-6%	-5%	x
36	CCOc1ccccc1NC(=O)CN1C(=O)CC(c2ccc(C)c(C)c2)=Nc2ccccc21	-4%	8%	-24%	x	9%[59 µM]
37	O=S(=O)(c1ccc(Br)cc1)c1nc(-c2cccs2)oc1SCc1ccccc1F	1%	-2%	-6%	x	5%[59 µM]
38	CCCCCOc1ccc(/C=C/C(=O)Nc2sc(C(C)=O)c(C)c2C(=O)OCC)cc1OC	-1%	2%	-7%	x	15%[59 µM]
39	Cc1ccccc1CNC(=O)Cc1ccccc1[N+](=O)[O-]	-15%	9%	-8%	2%	-6%[59 µM]
40	CCOc1ccc(NC(=O)N[C@@H](CCSC)C(=O)OC)cc1	-18%	7%	-16%	-5%	3%[12.7 µM]

entry	Pol iota inh	BLM inh	BAZ2B inh	POLH inh
31	-11%	-8%	-25%	x
32	-13%	-4%	7%	-9%
33	21%	x	17%	-3%
34	7%&15%	-3%&-6%	-35%	-18%&-2%
35	16%	4%	x	x
36	u	-4%	-22%	-15%
37	8%	-5%	-6%	-15%
38	36%	-1%	-2%	-7%
39	25%	-1%	0%	-8%
40	-12%	-6%	13%	-4%

Entries 31 through 37 from above:
entry	mol	Pol kappa inh	Pol beta inh	JMJD2A Tudor inh	APEX1 inh	G9a block
31	COC(=O)CN1C(C(=O)c2ccccc2)=C(OC(=O)c2ccc(F)cc2)c2ccccc2S1(=O)=O	-8%	-1%	-29%	x	-32%[59 µM]
32	O=C(NCc1ccccc1)c1cccnc1Sc1ccccc1	2%	27%	10%	-14%	69%[activator]
33	COc1ccc(S(=O)(=O)Nc2ccc3c(c2)N(C(C)=O)CCC3)cc1OC	4%	x	-1%	-2%	u
34	O=C(CSc1ncc(-c2ccccc2)[nH]1)Nc1ccccc1	-19%&-1%	-15%&-19%	-16%&-28%	-1%	u
35	CC(C)(C)OC(=O)NC(Cc1ccccc1)C(=O)NC1COC2CC(n3cc(F)c(=O)[nH]c3=O)OC12 (stereo not given)	-10%	x	-6%	-5%	x
36	CCOc1ccccc1NC(=O)CN1C(=O)CC(c2ccc(C)c(C)c2)=Nc2ccccc21	-4%	8%	-24%	x	9%[59 µM]
37	O=S(=O)(c1ccc(Br)cc1)c1nc(-c2cccs2)oc1SCc1ccccc1F	1%	-2%	-6%	x	5%[59 µM]

entry	Pol iota inh	BLM inh	BAZ2B inh	POLH inh
31	-11%	-8%	-25%	x
32	-13%	-4%	7%	-9%
33	21%	x	17%	-3%
34	7%&15%	-3%&-6%	-35%	-18%&-2%
35	16%	4%	x	x
36	u	-4%	-22%	-15%
37	8%	-5%	-6%	-15%

Other records follow:
entry	mol	Pol kappa inh	Pol beta inh	JMJD2A Tudor inh	APEX1 inh	G9a block
41	CCOc1ccc(CN2CCC(Cc3ccccc3)CC2)cc1	-10%	-9%	25µM*	-17%	45µM*
42	Cn1c(=O)c2c(nc(NCCc3ccccc3)n2Cc2ccc(Cl)c(Cl)c2)n(C)c1=O	0%	-1%	-10%	x	-3%[59 µM]
43	COc1ccc(OC)c(CCNc2nc3ccccc3c3nc(-c4cccnc4)nn23)c1	-10%	3%	-20%	x	5%[59 µM]
44	CCCN1C2CCCC1CC(NC(=O)c1ccccc1F)C2 (stereo not given)	-4%	4%	14%[57.1 µM]	-2%	10%[59 µM]
45	Cc1ccc(C(=O)NCC(=O)OCC(=O)N(CC(C)C)c2c(N)n(Cc3ccccc3)c(=O)[nH]c2=O)cc1	-2%	x	-8%	13%	u
46	CC(=O)Nc1ccc(C(=O)OCC(=O)NCc2ccccc2)cc1	-12%	60%	-12%	-12%	11%

entry	Pol iota inh	BLM inh	BAZ2B inh	POLH inh
41	-5%	1%	u	-17%
42	27%	-5%	4%	-17%
43	26%	-8%	-2%	-7%
44	2%	4%	-3%	-3%
45	-4%	x	-9%	-15%
46	8%	-2%	-12%	-3%
